PfHsp40 rescue: rescue of yeast from PfHsp40 toxicity, primary screen, S. cerevisiae, ATP luminescence; AID 504582, 2011; hit rate 0.68% among 340,000; S. cerevisiae expressing PfHsp40, growth rescue; growth rescue, % at 12.5 µM; in the data active = growth rescue above about 28%, passing the limit was not always enough; inconclusive = no clear call, values can overlap the other calls;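 also: yeast W303a lacking pdr1 and pdr3 grown in galactose medium; growth measured after three days at 30 °C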
Rv3671c inh: Rv3671c serine protease inhibitors, primary screen, biochemical, fluorescence polarization, M. tuberculosis H37Rv; inhibition, % at 5.96 µM; hit rate 0.048% among 320,000; in the data active = inhibition above about 38%;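 also: extracellular domain of Rv3671c used as enzyme; 0% = enzyme with DMSO and 100% = no enzyme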
Target sequence (P9WHR9 whole entry, looked up, the tested form may be a part): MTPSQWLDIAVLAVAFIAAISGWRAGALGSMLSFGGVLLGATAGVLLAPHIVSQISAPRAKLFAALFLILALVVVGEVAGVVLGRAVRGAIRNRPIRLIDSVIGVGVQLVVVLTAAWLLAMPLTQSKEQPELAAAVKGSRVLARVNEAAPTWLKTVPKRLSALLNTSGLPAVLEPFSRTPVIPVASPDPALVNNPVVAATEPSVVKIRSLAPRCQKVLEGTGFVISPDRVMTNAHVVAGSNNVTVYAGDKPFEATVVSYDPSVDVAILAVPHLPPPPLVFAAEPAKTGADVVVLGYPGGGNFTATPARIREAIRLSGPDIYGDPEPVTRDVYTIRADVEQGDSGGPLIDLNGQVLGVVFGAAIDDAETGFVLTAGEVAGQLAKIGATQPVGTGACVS
DUSP3 inh: VHR1 phosphatase inhibitors, primary screen, biochemical, absorbance, uHTS. inhibition, % at 13.3 µM. hit rate 0.52% among 290,000. recombinant VHR phosphatase, pNPP absorbance; in the data active = inhibition above about 50%; also: some compounds called inactive have numbers as strong as hits
Target sequence (P51452 whole entry, looked up): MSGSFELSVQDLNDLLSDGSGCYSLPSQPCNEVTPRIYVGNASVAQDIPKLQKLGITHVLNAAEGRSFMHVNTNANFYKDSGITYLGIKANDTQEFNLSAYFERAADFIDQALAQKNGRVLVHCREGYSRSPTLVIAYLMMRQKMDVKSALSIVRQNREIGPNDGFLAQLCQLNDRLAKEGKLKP
Anthrax LF prot: Bacillus anthracis LF protease inhibitors, primary screen, biochemical, multiplex microsphere, MLPCN library; Lethal factor (Bacillus anthracis), P15917; AID 588501, 2011; inhibition, % at 10 µM; multiplex microsphere protease cleavage assay; hit rate 0.12% among 360,000; in the data active = inhibition above about 30%; inconclusive = no clear call, values can overlap the other calls; also: plate controls were buffer without enzyme for full effect and enzyme alone for no effect
3CLpro inhibitor: SARS-CoV 3CLpro protease inhibitors, primary screen, biochemical, quenched FRET; Replicase polyprotein 1ab (Severe acute respiratory syndrome coronavirus), P0C6X7; recombinant SARS-CoV 3CLpro, quenched FRET peptide cleavage; inhibition, % at 6 µM; hit rate 0.14% among 290,000; in the data active = inhibition above about 12%
Y pestis TopoI: Yersinia pestis topoisomerase I inhibitors, primary screen, biochemical, cleavage product accumulation, plate reader, single point. Y. pestis Topo-I cleavage product accumulation. activity, % at 10 µM. hit rate 0.064% among 360,000. AID 504884, 2011; in the data active = activity above about 50%, passing the limit was not always enough; inconclusive = no clear call, values can overlap the other calls; also: inactives centre near 2
MazEF act: activators of E. coli MazEF toxin-antitoxin RNase, primary screen, biochemical, fluorescence, uHTS | Endoribonuclease toxin MazF (Escherichia coli (strain K12)), P0AE70 | FAM/BHQ RNA-DNA oligo cleavage fluorescence, 5 h | activation, % at 20 µM | hit rate 0.32% among 350,000 | AID 504720, 2011; in the data active = activation above about 50%
Target sequence (P0AE70 whole entry, looked up): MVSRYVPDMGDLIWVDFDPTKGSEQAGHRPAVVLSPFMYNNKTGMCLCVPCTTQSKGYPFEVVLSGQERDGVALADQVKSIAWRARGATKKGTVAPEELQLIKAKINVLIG
TcdB GH inh: TcdB glycohydrolase inhibitors, primary screen, biochemical, single point, plate reader. Toxin B (Clostridioides difficile), P18177. TcdB glycohydrolase enzymatic assay. inhibition, % at 9.99 µM. hit rate 0.24% among 350,000; in the data active = inhibition above about 10%
PriA SSB inh: inhibitors of Klebsiella pneumoniae PriA binding to SSB C-terminal tail, primary screen, biochemical, AlphaScreen; inhibition, % at 33 µM; AID 1272365, 2023; hit rate 0.6% among 430,000; AlphaScreen SSBct-PriA binding, biotinylated peptide; PriA–SSB C-terminal tail interaction (Klebsiella pneumoniae); in the data active = inhibition mostly above about 37%, no sharp cut-off; inactive = mostly below about 20%;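 also: plate controls were negative control peptide for no effect and reference peptide for full effect; strong numbers were not always called active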
BH1578 lux ind: inducers of Vibrio cholerae quorum light production without autoinducers, primary screen, BH1578 luxS cqsA deficient, single point; V. cholerae BH1578 lux reporter, luminescence, 6 h; activation, % at 18.7 µM; hit rate 0.16% among 350,000; in the data active = activation mostly above about 9.7%, no sharp cut-off; inconclusive = no clear call, values can overlap the other calls; inactive = mostly below about 3.7%; also: not every result past the cut was called active; inactives centre near 0; reference of the scale not given here
* = called active by the depositor.

Results for CCOc1ccc(-n2ccnc(SCC(=O)Nc3ccc(OC)cc3OC)c2=O)cc1 ?
PfHsp40 rescue: 1.0; Rv3671c inh: -2; Anthrax LF prot: 0; Y pestis TopoI: 21; MazEF act: 2; TcdB GH inh: 1.4; PriA SSB inh: -1; BH1578 lux ind: 0.0

Results for COc1cc(OC)c(NC(=O)c2csc(C)c2)cc1Cl ?
PfHsp40 rescue: 2.6; Rv3671c inh: 0; DUSP3 inh: 24; Anthrax LF prot: -6; 3CLpro inhibitor: 1; Y pestis TopoI: 8; MazEF act: -4; TcdB GH inh: 2.8; PriA SSB inh: -8; BH1578 lux ind: 0.7

How did O=C(OCC(=O)N1c2ccccc2Sc2ccccc21)C1CC(=O)N(Cc2ccco2)C1 (stereo not drawn) do in these assays?
PfHsp40 rescue: -0.6; Rv3671c inh: 4; DUSP3 inh: 35; Anthrax LF prot: -1; 3CLpro inhibitor: 1; Y pestis TopoI: 17; MazEF act: 2; PriA SSB inh: 13; BH1578 lux ind: -0.5

Results for O=C(Cc1cccs1)N/N=C\c1ccc(O)cc1 ?
PfHsp40 rescue: 0.9; Rv3671c inh: 2; DUSP3 inh: 12; Anthrax LF prot: -2; 3CLpro inhibitor: 2; Y pestis TopoI: 2; MazEF act: 1; BH1578 lux ind: -5.6

How did C=CCNC(=S)N/N=C/c1ccc(-c2ccc(OC)cc2)o1 do in these assays?
PfHsp40 rescue: -1.0; Rv3671c inh: 2; DUSP3 inh: 15; Anthrax LF prot: -3; 3CLpro inhibitor: 5; Y pestis TopoI: 1; MazEF act: 2; TcdB GH inh: 2.4; BH1578 lux ind: -0.3

What do the screens show for `CC(C)COC(=O)NCCOC(=O)Nc1cccc(Cl)c1`?
PfHsp40 rescue: -0.2; Rv3671c inh: 1; DUSP3 inh: 1; Anthrax LF prot: 0; 3CLpro inhibitor: 7; Y pestis TopoI: -1; MazEF act: 2; PriA SSB inh: -31; BH1578 lux ind: 1.3

Results for CC[N+]1(CC)CC2=Cc3c(ccc4ccccc34)C(C)C2C1 (stereo not drawn) ?
PfHsp40 rescue: 0.0; Rv3671c inh: -1; DUSP3 inh: 21; Anthrax LF prot: 7; 3CLpro inhibitor: -3; Y pestis TopoI: 4; MazEF act: 8; TcdB GH inh: -0.4; PriA SSB inh: -9; BH1578 lux ind: 0.3

How did O=C(Cc1ccc(F)cc1)NC1CCS(=O)(=O)C1 (stereo not drawn) do in these assays?
PfHsp40 rescue: -0.7; Rv3671c inh: 4; Anthrax LF prot: -2; Y pestis TopoI: -2; MazEF act: -5; TcdB GH inh: 0.1; PriA SSB inh: -5; BH1578 lux ind: -0.8

Results for CC(O)C(NS(=O)(=O)c1ccc(Cl)cc1)C(=O)OCC(=O)c1ccc2c(c1)NC(=O)CO2 (stereo not drawn) ?
PfHsp40 rescue: 0.4; Anthrax LF prot: 2; Y pestis TopoI: 3; MazEF act: -2; TcdB GH inh: 1.3; PriA SSB inh: 1; BH1578 lux ind: 0.6

Results for O=C(NC1CCCC1)C(c1ccc(F)cc1)N(Cc1ccc(F)cc1)C(=O)c1ccn[nH]1 (stereo not drawn) ?
PfHsp40 rescue: 0.1; Rv3671c inh: -4; DUSP3 inh: 23; Anthrax LF prot: -1; 3CLpro inhibitor: -2; Y pestis TopoI: 10; MazEF act: 1; PriA SSB inh: 6; BH1578 lux ind: -1.7

Results for CCOC(=O)c1sc(NC(=S)NC(=O)C2CCCC2)cc1C ?
PfHsp40 rescue: -0.7; Rv3671c inh: -3; DUSP3 inh: 18; Anthrax LF prot: -1; 3CLpro inhibitor: 2; Y pestis TopoI: -4; MazEF act: 6; PriA SSB inh: 4; BH1578 lux ind: 0.3

Results for O=C(Nc1ccccc1C(=O)Nc1ccc(Br)cn1)c1ccccc1Cl ?
PfHsp40 rescue: 7.1; Rv3671c inh: -15; Anthrax LF prot: 0; Y pestis TopoI: 15; MazEF act: 2; TcdB GH inh: -0.7; PriA SSB inh: -9; BH1578 lux ind: inactive

Results for O=C1CSC(c2cccc(Cl)c2Cl)N1c1ccccn1 (stereo not drawn) ?
PfHsp40 rescue: 12; Rv3671c inh: 10; DUSP3 inh: 10; Anthrax LF prot: 1; 3CLpro inhibitor: 4; Y pestis TopoI: 20; MazEF act: 2; TcdB GH inh: 0.2; PriA SSB inh: -21; BH1578 lux ind: inactive

How did O=C(C[C@@H]1C/C=C\CC[C@@H](Cc2ccc(F)cc2)C(=O)OC[C@@H]2CCCN2C1=O)N[C@H](CO)Cc1ccccc1 do in these assays?
PfHsp40 rescue: -0.3; Rv3671c inh: 4; Anthrax LF prot: -6; Y pestis TopoI: 15; MazEF act: 4; TcdB GH inh: 1.6; BH1578 lux ind: inactive

What do the screens show for `COc1ccccc1C(=O)NNC(=S)NC(=O)c1cccs1`?
PfHsp40 rescue: -0.1; Rv3671c inh: 2; DUSP3 inh: 10; Anthrax LF prot: 7; 3CLpro inhibitor: 3; Y pestis TopoI: -5; TcdB GH inh: 1.2; BH1578 lux ind: -0.3

How did CCOc1ccc(CN(C)C(=O)c2ccc(NC(=O)CC3SC(N4CCCC4)=NC3=O)cc2)cc1 (stereo not drawn) do in these assays?
PfHsp40 rescue: 0.0; Rv3671c inh: 1; DUSP3 inh: 16; Anthrax LF prot: -3; 3CLpro inhibitor: -2; Y pestis TopoI: 7; MazEF act: 1; TcdB GH inh: -0.6; PriA SSB inh: 10; BH1578 lux ind: -1.9

How did COc1ccc([C@H]2C[C@H](O)[C@@H](n3cc(-c4ccc(F)cc4)nn3)CN2CC2CCCCC2)cc1 do in these assays?
Anthrax LF prot: -4; Y pestis TopoI: 9; MazEF act: 5; TcdB GH inh: 1.2; BH1578 lux ind: -0.4

Results for COc1cc(OC)cc(C(=O)Nn2c(C)nc3ccccc3c2=O)c1 ?
PfHsp40 rescue: 0.6; Rv3671c inh: -3; DUSP3 inh: 14; Anthrax LF prot: -2; 3CLpro inhibitor: 1; Y pestis TopoI: -10; MazEF act: 2; PriA SSB inh: -21

What do the screens show for `Cc1nnc(SCc2ccc(F)cc2Cl)s1`?
PfHsp40 rescue: -0.3; Rv3671c inh: -11; DUSP3 inh: 21; Anthrax LF prot: 0; 3CLpro inhibitor: -3; Y pestis TopoI: 10; MazEF act: 8; PriA SSB inh: -16; BH1578 lux ind: -1.8

Results for Cc1cccnc1NCC(O)COc1ccccc1 (stereo not drawn) ?
PfHsp40 rescue: -2.1; Rv3671c inh: 7; DUSP3 inh: -2; Anthrax LF prot: 2; 3CLpro inhibitor: -5; Y pestis TopoI: -2; MazEF act: 3; PriA SSB inh: -3; BH1578 lux ind: -0.6

Looked up by compound from above (2):
Results for CCOC(=O)c1sc(NC(=S)NC(=O)C2CCCC2)cc1C ?
PfHsp40 rescue: -0.7; Rv3671c inh: -3; DUSP3 inh: 18; Anthrax LF prot: -1; 3CLpro inhibitor: 2; Y pestis TopoI: -4; MazEF act: 6; PriA SSB inh: 4; BH1578 lux ind: 0.3

How did COc1ccc([C@H]2C[C@H](O)[C@@H](n3cc(-c4ccc(F)cc4)nn3)CN2CC2CCCCC2)cc1 do in these assays?
Anthrax LF prot: -4; Y pestis TopoI: 9; MazEF act: 5; TcdB GH inh: 1.2; BH1578 lux ind: -0.4

Next part.
Results for CCc1ccc(CN(Cc2cccnc2)C(=O)/C=C/c2ccc(OC)cc2)cc1 ?
PfHsp40 rescue: -0.6; Rv3671c inh: -9; DUSP3 inh: -24; Anthrax LF prot: -5; 3CLpro inhibitor: 4; Y pestis TopoI: 27; MazEF act: -4; TcdB GH inh: 1.3; PriA SSB inh: 16; BH1578 lux ind: -0.3

Results for CCOC(=O)C1C(=O)NC(N2CCCCC2)=NC1c1ccco1 (stereo not drawn) ?
PfHsp40 rescue: -0.2; Rv3671c inh: 0; DUSP3 inh: -4; Anthrax LF prot: 2; 3CLpro inhibitor: 3; Y pestis TopoI: -6; MazEF act: -18; PriA SSB inh: -8; BH1578 lux ind: inactive

Results for CC(C)Sc1nnc(NC(=O)c2ccco2)s1 ?
PfHsp40 rescue: -0.2; Rv3671c inh: -10; DUSP3 inh: 6; Anthrax LF prot: -2; 3CLpro inhibitor: -2; Y pestis TopoI: 4; MazEF act: 0; TcdB GH inh: 22*; PriA SSB inh: 16; BH1578 lux ind: inactive

What do the screens show for `CCn1cc(CN(C)S(=O)(=O)c2cccc([N+](=O)[O-])c2)cn1`?
PfHsp40 rescue: 0.4; Rv3671c inh: 8; DUSP3 inh: 35; Anthrax LF prot: 1; 3CLpro inhibitor: -2; Y pestis TopoI: -4; MazEF act: -5; PriA SSB inh: -8; BH1578 lux ind: -0.3

What do the screens show for `N#Cc1cc([N+](=O)[O-])ccc1NCCc1ccccn1`?
PfHsp40 rescue: -0.5; Rv3671c inh: -8; DUSP3 inh: 8; Anthrax LF prot: 1; 3CLpro inhibitor: 4; Y pestis TopoI: 6; MazEF act: -4; TcdB GH inh: 1.2; PriA SSB inh: -1; BH1578 lux ind: inactive

What do the screens show for `Cc1ccc(OCC(=O)NC(C)c2ccc(Cl)c(Cl)c2)c([N+](=O)[O-])n1` (stereo not drawn)?
PfHsp40 rescue: 0.3; Rv3671c inh: -3; DUSP3 inh: 52*; Anthrax LF prot: 4; 3CLpro inhibitor: 4; Y pestis TopoI: -2; MazEF act: -5; TcdB GH inh: 0.4; PriA SSB inh: 0; BH1578 lux ind: -0.5

Results for CSc1ccccc1NC(=O)CN(C)Cc1cc(=O)n2ccsc2n1 ?
PfHsp40 rescue: 0.7; Rv3671c inh: -7; DUSP3 inh: 21; Anthrax LF prot: -3; 3CLpro inhibitor: 0; Y pestis TopoI: 6; MazEF act: 10; TcdB GH inh: 3.0; PriA SSB inh: 10; BH1578 lux ind: -1.4

How did Cc1cc(NC(=O)c2ccccc2[N+](=O)[O-])ccc1Br do in these assays?
PfHsp40 rescue: 0.4; Rv3671c inh: 2; DUSP3 inh: 18; Anthrax LF prot: -4; 3CLpro inhibitor: 6; Y pestis TopoI: inconclusive; MazEF act: -18; TcdB GH inh: 1.8; PriA SSB inh: -2; BH1578 lux ind: inactive

What do the screens show for `O=C1NC(=O)/C(=C/c2ccccc2Oc2ccc(Cl)cc2)S1`?
PfHsp40 rescue: 0.9; Rv3671c inh: -19; DUSP3 inh: 6; Anthrax LF prot: -4; 3CLpro inhibitor: -3; Y pestis TopoI: 8; MazEF act: -6; PriA SSB inh: -8; BH1578 lux ind: inactive

Results for FC(F)(F)c1nnc2c(Sc3ccc(Cl)cc3)nc3ccccc3n12 ?
PfHsp40 rescue: 0.0; Rv3671c inh: 2; DUSP3 inh: 6; Anthrax LF prot: -14; 3CLpro inhibitor: -2; Y pestis TopoI: -8; MazEF act: -12; PriA SSB inh: -15; BH1578 lux ind: -0.6

What do the screens show for `O=C(N/N=C/c1cccc(OCc2ccccc2)c1)c1ccc(Br)cc1`?
PfHsp40 rescue: 1.1; Rv3671c inh: -5; DUSP3 inh: 3; Anthrax LF prot: -7; 3CLpro inhibitor: 5; Y pestis TopoI: 2; MazEF act: 20; TcdB GH inh: 0.8; BH1578 lux ind: inactive

Screening data deposited in PubChem by several laboratories.

These rows are one share of the data (hit frequency here may not be typical).
